SIAE primary: human SIAE inhibition, primary screen; Q9HAT2; SIAE FP-Rh probe binding, fluorescence polarization; inhibition, % at 9.66 µM; 0.69% of 370,000 active; AID 1053197;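 active = inhibition above a cutoff: mean of compounds within the control limits plus 3 SD of those, cut at about 17% in these data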;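 also: 0% = plate median of compound wells and 100% = probe without SIAE protein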
Target sequence (Q9HAT2 whole entry, looked up): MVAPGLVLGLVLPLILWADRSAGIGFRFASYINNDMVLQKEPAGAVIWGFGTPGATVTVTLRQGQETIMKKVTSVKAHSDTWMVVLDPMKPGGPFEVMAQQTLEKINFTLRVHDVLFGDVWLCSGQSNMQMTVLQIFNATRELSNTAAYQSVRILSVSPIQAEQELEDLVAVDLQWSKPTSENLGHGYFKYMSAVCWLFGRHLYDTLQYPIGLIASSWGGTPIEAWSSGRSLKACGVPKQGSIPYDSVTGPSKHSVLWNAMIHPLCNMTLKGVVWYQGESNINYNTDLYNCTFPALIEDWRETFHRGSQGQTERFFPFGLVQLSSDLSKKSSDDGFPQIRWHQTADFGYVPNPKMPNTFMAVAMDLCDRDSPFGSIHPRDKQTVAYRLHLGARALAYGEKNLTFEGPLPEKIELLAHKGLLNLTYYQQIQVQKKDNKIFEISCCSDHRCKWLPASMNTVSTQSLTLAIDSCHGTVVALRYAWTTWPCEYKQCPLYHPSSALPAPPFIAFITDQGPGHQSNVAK
ABHD4 inh: inhibits mouse alpha/beta hydrolase domain 4; Q8VD66; purified mABHD4, FP-Rh probe fluorescence polarization; inhibition, % at 8.92 µM; 0.54% of 370,000 active; AID 720543;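 active = inhibition exceeding the mean over every tested compound plus 3 SD, cut at about 30% in these data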;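 also: 0% = plate median of compound wells and 100% = S159A mutant with DMSO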
Target sequence (Q8VD66 whole entry, looked up, the tested form may be a part): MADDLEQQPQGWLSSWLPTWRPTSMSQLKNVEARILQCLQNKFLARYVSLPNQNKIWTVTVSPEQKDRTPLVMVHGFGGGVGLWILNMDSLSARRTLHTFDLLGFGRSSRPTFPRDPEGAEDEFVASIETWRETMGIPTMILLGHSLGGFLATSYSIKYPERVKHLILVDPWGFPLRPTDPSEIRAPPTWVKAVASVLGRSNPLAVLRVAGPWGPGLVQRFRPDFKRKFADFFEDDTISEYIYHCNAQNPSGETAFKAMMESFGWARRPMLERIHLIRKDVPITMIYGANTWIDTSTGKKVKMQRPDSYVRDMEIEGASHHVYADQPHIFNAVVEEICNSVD
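Material: mouse ABHD4 enzyme, wild type; Benchmarks: S159A mutant high control, sample median low control; Buffer or medium: HEPES pH 7.0, NaCl, Pluronic buffer; Signal: fluorescence polarization; Read-out: percent inhibition of probe binding, normalized to plate controls; Timing: pre-incubation 45 min, probe exposure 60 min, at 25 °C; Dosing: 8.92 µM, single dose.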
UHRF1 binding: blocks human UHRF1 binding to methylated DNA; Q96T88; UHRF1 binding to methylated oligo, TR-FRET; inhibition, % at 4.4 µM; 0.75% of 370,000 active; in the data active = inhibition above about 21%;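 also: UHRF1 SRA domain binding a hemimethylated CpG hairpin DNA probe; 0% = median of test compound wells and 100% = reference inhibitor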
PRMT1 FP inh: PRMT1 (human) inhibition, primary screen; 1.3% of 370,000 active; inhibition, % at 2.79 µM; Q99873; recombinant PRMT1, activity-based probe fluorescence polarization; AID 652257;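 active = inhibition above about 21% made by adding two undisclosed values, limit read from the data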
NPR1 activator: GC-A (human) enzyme activation | P16066 | HEK293 GC-A cells, cGMP TR-FRET, EC30 ANP; 0% at EC30 ANP, 100% saturating ANP | activation, % at 10 µM | 0.14% of 370,000 active; in the data active = activation above about 40%
TCR CD3 inh: human TCR-CD3 binding inhibition; AID 651800; TAMRA-labeled TCR probe fluorescence, biochemical; 0.37% of 360,000 active; inhibition, % at 9.4 µM; in the data active = inhibition above about 19%;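 also: recombinant mutant TCR 2C K166C tagged with TAMRA read by polarization; 0% = receptor in buffer alone and 100% = receptor with positive control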
HTRA1 inh: HTRA1 (human) protease inhibition; recombinant HTRA1, FP-rhodamine activity-based probe, fluorescence polarization; 0.5% of 340,000 active; inhibition, % at 5.96 µM; in the data active = inhibition above about 36%;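 also: 0% = enzyme with DMSO and 100% = wells lacking enzyme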
rCAG binder: binds r(CAG) RNA repeats | 1.3% of 370,000 active | r(CAG) RNA repeat, TO-PRO-1 dye displacement fluorescence | inhibition, % at 3 µM;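 active = inhibition above the plate cutoff, the mean of all test compounds on that plate plus 3 SD, cut at about 35% in these data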;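 also: 0% = DMSO alone and 100% = 100 µM mitoxantrone as full dye displacement; higher means more dye released from RNA so lower well fluorescence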
GC-B act: GC-B (human) receptor activation. 0.11% of 370,000 active. P20594. HEK293-GC-B cells, CNP EC30, cGMP TR-FRET; 0% at EC30 CNP, 100% saturating CNP. activation, % at 10 µM. AID 1920062;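 active = activation at 10 µM reaching about 35% in either raw or pattern-adjusted values, limit read from the data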
MBD2 inh: inhibitors of human MBD2 binding to methylated oligonucleotide; TR-FRET; inhibition, % at 4.4 µM; 0.31% of 370,000 active; in the data active = inhibition above about 13%
Starred values were filed as active, the others as inactive; . = no result given. Not all compounds are listed; count on the stated rates, not on these rows.

SMILES	SIAE primary	ABHD4 inh	UHRF1 binding	PRMT1 FP inh	NPR1 activator	TCR CD3 inh	HTRA1 inh	rCAG binder	GC-B act	MBD2 inh
COCc1ccc(C(=O)N2CCCC(N(C)Cc3ccccc3)C2)s1 (centres undefined)	-5	4	1	0	1	1	-2	-10	1	-3
Nc1ncnc2c1ncn2[C@@H]1O[C@H](CNC(=O)[C@@H]2CCN2)[C@@H](O)[C@H]1O	5	1	-4	-1	4	0	5	4	-1	0
Cc1ccc(OC(C)C(=O)Nc2ccc(S(=O)(=O)Nc3nccs3)cc2)cc1 (centres undefined)	-8	9	-2	2	3	7	-8	38*	4	-1
Cc1cnc(NC(=O)CCNC(=O)c2ccc([N+](=O)[O-])cc2)s1	11	-3	-3	-2	-2	12	0	2	-5	5
CS(=O)(=O)N(CC(=O)NCc1ccncc1)C1CCCCC1	-1	3	3	6	2	-1	-2	-3	2	-2
Cc1cccc(C(=O)Nc2c(-c3ccc(F)cc3)nc3ncccn23)c1	2	5	-3	2	1	.	.	1	-5	-7
O=C1c2ccccc2C(=O)N1CCCc1nc2ccccc2c(=O)n1-c1cccnc1	3	4	3	1	-7	-7	.	-7	4	-1
Cc1cc(NC(=O)c2cc(-c3ccccn3)nc3ccc(Br)cc23)no1	-3	3	-2	-3	10	3	-1	-1	-2	1
COc1cc2c(cc1OC)CN(C(=O)COc1ccccc1C#N)CC2	10	-3	-1	-2	0	1	-5	4	-2	-6
COC(=O)c1ccccc1NC(=O)c1ccc(COc2cc(C)cc(C)c2)o1	-4	3	0	-3	2	-5	0	0	-8	1
O=C(CN1CCN(CC(=O)Nc2ccccn2)CC1)Nc1ccccn1	-2	-3	1	0	1	6	-3	-4	6	3
c1ccc(-c2nnc3n2N=C(c2ccc4ccccc4c2)CS3)cc1	9	-1	-3	-6	2	.	.	6	5	3
O=C(Nc1ccc(N2CCN(Cc3ccccc3)CC2)cc1)c1ccccc1[N+](=O)[O-]	4	2	-1	-4	0	8	3	0	1	-1
CCC(CC)C(=O)c1c[nH]c(C(=O)NCc2cccnc2)c1	-8	-1	1	-4	-4	5	-8	-3	-3	0
COC(=O)c1[nH]c(C)c(/C(O)=C2\C(=O)C(=O)N(CCN3CCOCC3)C2c2cccs2)c1C (centres undefined)	5	6	-2	2	5	-6	6	2	9	-4

An excerpt from above in order of formula weight, high to low:
SMILES	SIAE primary	ABHD4 inh	UHRF1 binding	PRMT1 FP inh	NPR1 activator	TCR CD3 inh	HTRA1 inh	rCAG binder	GC-B act	MBD2 inh
COC(=O)c1ccccc1NC(=O)c1ccc(COc2cc(C)cc(C)c2)o1	-4	3	0	-3	2	-5	0	0	-8	1
COCc1ccc(C(=O)N2CCCC(N(C)Cc3ccccc3)C2)s1 (centres undefined)	-5	4	1	0	1	1	-2	-10	1	-3
CCC(CC)C(=O)c1c[nH]c(C(=O)NCc2cccnc2)c1	-8	-1	1	-4	-4	5	-8	-3	-3	0

The listing continues:
SMILES	SIAE primary	ABHD4 inh	UHRF1 binding	PRMT1 FP inh	NPR1 activator	TCR CD3 inh	HTRA1 inh	rCAG binder	GC-B act	MBD2 inh
COc1cccc(CC2(CO)CCCN(S(=O)(=O)N(C)C)C2)c1 (centres undefined)	9	0	21	-3	0	3	9	-2	2	10
O=C(C1CCCN(S(=O)(=O)c2ccccc2)C1)N1CCN(c2ccccc2)CC1 (centres undefined)	7	1	-2	-2	0	1	-4	-8	0	4
CC1N(C(=O)N(C)C)CCN1S(=O)(=O)c1ccccc1 (centres undefined)	3	7	2	-4	-1	7	4	1	5	0
NC(=O)c1cccc(-c2coc3c(C(=O)NC4CCCCC4)cccc23)c1	-5	-10	1	7	30	-5	.	5	35*	2
COc1ccc(-c2cc(C(=O)N(C)Cc3ccccc3)c3ccccc3n2)cc1	-6	-12	3	2	1	0	-51	-1	-4	-1
COc1cc(/C=N/N=C(/C(=O)c2ccccc2)c2ccccc2)cc(OC)c1O	7	3	-3	0	-2	12	-3	8	1	-5
CCCS(=O)(=O)NC(=O)C1(C)CCN(C(=O)c2cccc(C)c2C)C1 (centres undefined)	-5	5	2	4	1	-1	.	1	5	10
Cc1cccnc1C(NC(=O)C1CCN(CCCOc2ccc(F)cc2)CC1)c1ccccc1 (centres undefined)	2	2	-1	-8	-1	1	.	0	2	0
COC(=O)[C@]12CCCCC=C1N(CCC1=CCCCC1)C(=O)[C@H](CC(=O)N1CCCC1)C2	2	1	18	-1	-6	-3	.	0	3	8
C=CCn1c(=O)c2ccc(C(=O)NCc3ccccc3)cc2n(Cc2cccc(Cl)c2)c1=O	-2	0	-1	-4	10	-1	-11	5	17	-4
COCCCNc1nnc(Cc2ccc(Cl)cc2)c(=O)[nH]1	4	-3	-1	-3	0	0	1	1	-3	-5
O=C(Nc1nnc(C2CC2)s1)C1Cc2ccccc2CN1C(=O)c1ccco1 (centres undefined)	2	4	-4	3	-1	5	-10	8	-1	-10
CCOc1ccc(NS(=O)(=O)c2ccc(NC(=O)C3CC3)cc2)cc1	2	-2	-3	-2	1	1	-8	2	1	-9
COc1ccccc1N(CC(=O)NCCC1=CCCCC1)S(=O)(=O)c1ccccc1	-5	9	-1	-2	-3	1	-10	-5	-2	1
CCCCn1cnc2c1c(=O)n(C)c(=O)n2C	9	2	0	-2	-2	3	1	0	3	-1

Shown as labelled records: entries from further up
COc1cc(/C=N/N=C(/C(=O)c2ccccc2)c2ccccc2)cc(OC)c1O
  SIAE primary: 7 | ABHD4 inh: 3 | UHRF1 binding: -3 | PRMT1 FP inh: 0 | NPR1 activator: -2 | TCR CD3 inh: 12 | HTRA1 inh: -3 | rCAG binder: 8 | GC-B act: 1 | MBD2 inh: -5
CCCS(=O)(=O)NC(=O)C1(C)CCN(C(=O)c2cccc(C)c2C)C1 (centres undefined)
  SIAE primary: -5 | ABHD4 inh: 5 | UHRF1 binding: 2 | PRMT1 FP inh: 4 | NPR1 activator: 1 | TCR CD3 inh: -1 | HTRA1 inh: . | rCAG binder: 1 | GC-B act: 5 | MBD2 inh: 10
Cc1cccnc1C(NC(=O)C1CCN(CCCOc2ccc(F)cc2)CC1)c1ccccc1 (centres undefined)
  SIAE primary: 2 | ABHD4 inh: 2 | UHRF1 binding: -1 | PRMT1 FP inh: -8 | NPR1 activator: -1 | TCR CD3 inh: 1 | HTRA1 inh: . | rCAG binder: 0 | GC-B act: 2 | MBD2 inh: 0
COC(=O)[C@]12CCCCC=C1N(CCC1=CCCCC1)C(=O)[C@H](CC(=O)N1CCCC1)C2
  SIAE primary: 2 | ABHD4 inh: 1 | UHRF1 binding: 18 | PRMT1 FP inh: -1 | NPR1 activator: -6 | TCR CD3 inh: -3 | HTRA1 inh: . | rCAG binder: 0 | GC-B act: 3 | MBD2 inh: 8

Remaining list, next part.
SMILES	SIAE primary	ABHD4 inh	UHRF1 binding	PRMT1 FP inh	NPR1 activator	TCR CD3 inh	HTRA1 inh	rCAG binder	GC-B act	MBD2 inh
Cc1cc(C)cc(NC(=S)N(Cc2cccc(Br)c2)CC2CCC(C(=O)O)CC2)c1 (centres undefined)	-1	-13	1	-5	-3	4	4	7	-5	3
COc1ccc(/C=N/NC(=O)Cn2cnc3c2c(=O)n(C)c(=O)n3C)c(OC)c1OC	-3	-1	2	4	-2	-10	.	-7	0	1
N#Cc1ccc(NC(=O)COc2ccc(-n3cnnn3)cc2)cc1	0	0	2	-3	-3	0	-4	1	-1	-1
Cn1cc(Br)c(C(=O)N/N=C/c2cc3ccccc3nc2Cl)n1	-8	1	-2	-1	3	-3	-3	-1	4	-1
CC(C)Oc1ccc(S(=O)(=O)N2CCCCC2)cc1NC(=O)CN1C(=O)NC(C)(C2CC2)C1=O (centres undefined)	-1	-5	1	2	1	-7	-12	3	-1	2
COc1ccc(NC(=O)c2nc(S(=O)(=O)Cc3cccc(C)c3)ncc2Cl)c(OC)c1	3	-6	-2	0	11	2	1	1	13	3
O=C(O)C[C@H]1c2cc(C(F)(F)F)ccc2S(=O)(=O)N1C1CCCCC1	3	2	-3	-3	0	0	3	4	4	1
COc1ccc(-c2nc3cc(NC(=S)NC(=O)Cc4ccccc4)ccc3o2)cc1	-5	3	0	-4	-1	0	0	5	-1	-1
COc1ccc([N+](=O)[O-])cc1NC(=O)C(C)N(C)Cc1cccc(OC)c1OC (centres undefined)	-2	-17	-2	-1	3	8	-4	1	2	-6
CS(=O)(=O)c1ccc2nc(NC(=O)c3cc(-c4ccccc4)nn3-c3ccccc3)sc2c1	-21	-2	3	2	2	-8	-5	8	4	6
CCOc1ccccc1NC(=O)COC(=O)CSc1ccc(Cl)cc1	3	-3	0	-3	3	3	6	-5	-1	-3
CCNC(=S)NNC(=O)CSc1nc2ccccc2c(=O)n1-c1ccc(Cl)cc1	4	3	-2	3	-3	.	.	13	5	-8
CCOc1ccc(NC(=O)Cc2ccccc2)cc1	5	-7	1	4	-2	2	0	0	6	7
Cc1noc(C)c1COc1cccc(C(=O)Nc2ccc3c(c2)OCO3)c1	-3	4	4	6	1	-4	2	-3	0	8
CC(=O)Nc1c(Cl)cc([N+](=O)[O-])c2ccccc12	6	-3	2	3	1	1	5	1	-2	2
Cc1ccc(NC(=O)C(=O)NCCCN2CCCC2=O)c(C)c1	-10	-9	4	5	2	3	0	-8	5	7
COc1ccccc1/C=C/CN1CCC(n2nccc2NC(=O)C2CC2)CC1	0	7	1	-1	6	11	1	-7	1	-3
CC(=O)Nc1nn(C)c2nc3cc(C)ccc3cc12	0	-3	0	-3	-1	1	3	5	-6	-10
COC(=O)c1sccc1NC(=O)Cn1nnc(-c2ccccc2C)n1	-5	-6	0	1	-2	7	-7	-3	-2	1
N#C/C=C(/c1ccc(F)cc1)N1CCOCC1	6	-8	0	5	6	-1	6	-4	3	-2
O=C(CCCN1C(=O)c2ccccc2C1=O)Nc1ccccc1C(=O)N1CCOCC1	11	4	-1	-3	1	6	0	-1	3	1
Cc1ccc(C(=O)N[C@@H](C)CN2C3=NC[C@H](C(C)C)N3C[C@H]2Cc2ccc(O)cc2)cc1Br	1	7	1	-2	-7	13	-23	5	-12	-2
O=C1c2ccccc2C(=O)C12Cc1ccccc1N1CCN(c3ccccc3)CC12 (centres undefined)	4	5	-3	0	-7	-1	-7	6	-9	2
O=C(CC1C(=O)NCCN1Cc1ccccc1C(F)(F)F)NCCN1CCCCC1=O (centres undefined)	-4	4	-2	1	-2	-1	5	-2	6	-1
CC(=O)Nc1cccc(NC(=O)C2CC(=O)N(c3ccc(C)cc3)C2)c1 (centres undefined)	-2	4	-2	0	-2	-3	-7	0	2	-6
CCc1cccc(NC(=O)C2CCCN(S(=O)(=O)c3c(C)[nH]c(=O)[nH]c3=O)C2)c1 (centres undefined)	1	1	-1	1	1	0	3	-1	4	-2

Quoted at random: 2 entries already listed.
SMILES	SIAE primary	ABHD4 inh	UHRF1 binding	PRMT1 FP inh	NPR1 activator	TCR CD3 inh	HTRA1 inh	rCAG binder	GC-B act	MBD2 inh
CC(=O)Nc1nn(C)c2nc3cc(C)ccc3cc12	0	-3	0	-3	-1	1	3	5	-6	-10
O=C(CCCN1C(=O)c2ccccc2C1=O)Nc1ccccc1C(=O)N1CCOCC1	11	4	-1	-3	1	6	0	-1	3	1

Bioassay records from PubChem.
